Screens deposited in PubChem by National Center for Advancing Translational Sciences (NCATS).
Tb PGK inh: qHTS Assay to Find Inhibitors of Phosphoglycerate Kinase; PGK/GAPDH coupled, Kinase-Glo luminescence, 60 min; Potency, µM (highest dose often 57.5 µM), for inactives: at the highest dose activity change, negative = inhibition, hits mostly inhibitors; 380,000 compounds, 0.043% hits; AID 602233, 2012; also: % is scaled to controls: 0 for no effect and ±100 for the full control effect; nearly all actives have a fitted effect of over 60% in size
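Luminescent ATP detection (Kinase-Glo Plus) follows a 60-minute room-temperature incubation, with wells lacking PGK as controls. Buffer: 100 mM TEA (pH 7.6), 5 mM MgCl2, 0.01% Tween-20. Coupling enzyme GAPDH (100 nM final) supplies unstable 1,3-BPG in-well.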
HP1b chromo inh: HTS for Inhibitors of HP1-beta Chromodomain Interactions with Methylated Histone Tails; Chromobox protein homolog 1 (Homo sapiens), P83916; AlphaScreen HP1-beta / biotin-H3K9me3 peptide binding; Potency, µM (doses to about 114 µM), for inactives: at the highest dose activity change, negative = inhibition, usual class: inhibitors; 390,000 compounds, 0.56% hits; AID 540317, 2011; also: nearly all actives have a fitted effect of over 70% in size; inactives centre near 23
Target sequence (P83916 whole entry, looked up): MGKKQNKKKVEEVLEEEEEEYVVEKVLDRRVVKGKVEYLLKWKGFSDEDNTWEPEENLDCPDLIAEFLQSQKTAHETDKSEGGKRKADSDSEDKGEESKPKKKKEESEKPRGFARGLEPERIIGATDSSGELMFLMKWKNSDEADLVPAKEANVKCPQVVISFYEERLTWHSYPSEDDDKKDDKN
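HP1-beta protein (50 nM final) preincubated 30 min at room temperature with biotinylated H3(1-18)K9me3 peptide (50 nM) in PBS pH 7.4, 0.01% Tween-20, then compound added for 30 min. AlphaScreen streptavidin donor/nickel chelate acceptor beads (10 ug/mL final), 30 min dark, luminescence read.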
Pin1 inh: qHTS Assay to Find Inhibitors of Pin1; Peptidyl-prolyl cis-trans isomerase NIMA-interacting 1 (Homo sapiens), Q13526; Pin1 FP peptide displacement, HiFluor488, 10 min; Potency, µM (highest dose often 115 µM), inactives show at the highest dose activity, negative = inhibition, most hits filed as inhibitors; 390,000 compounds, 0.009% hits; AID 504891, 2011; active = well fitted inhibition curve with a large enough effect in the polarisation, with a control signal flat, not every such curve was filed as active; inconclusive = small, poorly fitted or top-dose-only effect, or effect the other way, or a change in a side signal; inactive = no such curve, though single readings can be large or run the other way; the % refers to the polarisation; also: % is scaled to controls: 0 for no effect and ±100 for the full control effect
Target sequence (Q13526 whole entry, looked up): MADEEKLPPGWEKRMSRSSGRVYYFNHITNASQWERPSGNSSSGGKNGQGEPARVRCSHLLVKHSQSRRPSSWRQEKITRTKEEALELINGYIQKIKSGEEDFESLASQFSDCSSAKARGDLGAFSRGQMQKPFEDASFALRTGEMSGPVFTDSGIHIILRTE
GLS inh: qHTS for Inhibitors of Glutaminase (GLS) | GLS enzymatic activity, qHTS titration | Glutaminase kidney isoform, mitochondrial (Homo sapiens), O94925 | AID 624170, 2012 | 410,000 compounds, 0.21% hits | Potency, µM (top dose mostly 45.5 µM), inactives show at the top dose activity change, negative = inhibition, most hits filed as inhibitors; also: % is scaled to controls: 0 for no effect and ±100 for the full control effect
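Two-point fluorescence kinetic (t0, 30 min RT) for hKGA; glutamate detected via glutamate oxidase–HRP–Amplex Red. Substrate: 1 mM L-glutamine solution; buffer 45 mM KH2PO4, pH 8.2.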
JMJD2A Tudor inh: qHTS Assay for Inhibitors of JMJD2A-Tudor Domain; AlphaScreen JMJD2A-Tudor / H3K4me3 peptide binding; Potency, µM (doses to about 114 µM), without a hit: at the highest dose activity change, negative = inhibition, hits mostly inhibitors; 390,000 compounds, 4.4% hits; also: % is scaled to controls: 0 for no effect and ±100 for the full control effect; nearly all actives have a fitted effect of over 50% in size
G9a block: qHTS Assay for Inhibitors of Histone Lysine Methyltransferase G9a; G9a H3K9 monomethylation, AlphaScreen, 2 h; Potency, µM (series often up to 102 µM), without a hit: top-dose activity, negative = inhibition, most hits filed as inhibitors; 350,000 compounds, 8.8% hits; Histone-lysine N-methyltransferase EHMT2 (Homo sapiens), Q96KQ7; also: % is scaled to controls: 0 for no effect and ±100 for the full control effect; nearly all actives have a fitted effect of over 75% in size
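Step 1: enzyme (final 20 nM) with compound, 15 min RT. Step 2: substrate peptide 500 nM and SAM 20 uM, 2 h RT. Step 3: anti-H3K9me1 antibody and AlphaScreen beads, 10 min, then plate read.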
Pol iota inh: qHTS for Inhibitors of Polymerase Iota. DNA polymerase iota (Homo sapiens), Q9UNA4. Pol iota fluorescent replication assay, 10 min. Potency, µM (top dose mostly 115 µM), inactives show at the highest dose activity, negative = inhibition, usual class: inhibitors. 390,000 compounds, 1% hits. AID 588590, 2011
Target sequence (Q9UNA4 whole entry, looked up): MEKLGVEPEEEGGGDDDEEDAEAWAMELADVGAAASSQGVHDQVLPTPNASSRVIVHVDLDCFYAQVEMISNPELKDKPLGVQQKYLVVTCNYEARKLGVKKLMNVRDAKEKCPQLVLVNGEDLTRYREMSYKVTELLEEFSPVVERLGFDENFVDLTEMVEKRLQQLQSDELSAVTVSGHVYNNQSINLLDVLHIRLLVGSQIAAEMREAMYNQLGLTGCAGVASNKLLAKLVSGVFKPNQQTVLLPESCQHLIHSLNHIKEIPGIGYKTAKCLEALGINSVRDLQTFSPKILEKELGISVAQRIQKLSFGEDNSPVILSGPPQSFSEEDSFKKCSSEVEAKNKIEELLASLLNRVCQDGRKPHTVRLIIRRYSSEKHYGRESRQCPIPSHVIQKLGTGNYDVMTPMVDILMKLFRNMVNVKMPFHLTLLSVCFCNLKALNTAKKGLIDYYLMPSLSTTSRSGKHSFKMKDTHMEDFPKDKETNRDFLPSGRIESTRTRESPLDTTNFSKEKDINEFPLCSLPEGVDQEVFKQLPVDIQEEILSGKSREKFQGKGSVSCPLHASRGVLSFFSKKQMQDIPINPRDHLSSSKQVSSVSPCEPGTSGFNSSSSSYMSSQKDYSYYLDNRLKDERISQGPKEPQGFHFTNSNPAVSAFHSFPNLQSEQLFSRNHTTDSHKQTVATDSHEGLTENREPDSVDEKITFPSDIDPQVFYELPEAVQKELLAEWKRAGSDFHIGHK
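Pol iota at 10 nM preincubated 15 min with compounds at room temperature; reaction started with fluorescent substrate, 50 nM final. Fluorescence read kinetically at 0 and 10 min; buffer-only wells as negative control.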
BAZ2B inh: qHTS Assay for Inhibitors of BAZ2B | Potency, µM (doses to about 114 µM), for the others: at the top dose activity change, negative = inhibition, actives largely listed as inhibitors | AlphaScreen BAZ2B-H3K14Ac peptide displacement | AID 504333, 2011 | 360,000 compounds, 4.4% hits; also: % is scaled to controls: 0 for no effect and ±100 for the full control effect; nearly all actives have a fitted effect of over 60% in size
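Multi-concentration screen (max 110 uM) measuring displacement of acetylated histone H3 peptide from BAZ2B by AlphaScreen, using 50 nM protein, 50 nM peptide and 10 ug/mL streptavidin donor plus Ni-chelate acceptor beads.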
BLM helicase inh: qHTS Assay for Inhibitors of Bloom's syndrome helicase (BLM). RecQ-like DNA helicase BLM (Homo sapiens), P54132. recombinant BLM DNA unwinding, fluorescence dequenching. Potency, µM (top dose mostly 56.1 µM), for the others: at the top dose activity change, negative = inhibition, hits mostly inhibitors. 350,000 compounds, 0.2% hits. AID 2528, 2010;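 also: plate controls were vehicle for no effect and no enzyme for full effect; nearly all actives have a fitted effect of over 35% in size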
* hit, by the source's call; i = inactive; u = inconclusive; x = not tested or not shown; [ ] = dose if it differs, or a comment. Unless noted, calls follow the shape of the dose curve; as a rule, active = well fitted curve in the direction sought with a large enough effect; inconclusive = small, poorly fitted or top-dose-only effect, or another doubt; inactive = no such curve, though single readings can be large; an effect the other way counts as inactive or inconclusive. Potency is read from the fitted curve at half-maximal effect. Only part of the results is shown, so the mix of outcomes need not match the whole.

Tb PGK inh,HP1b chromo inh,Pin1 inh,GLS inh,JMJD2A Tudor inh,G9a block,Pol iota inh,BAZ2B inh,BLM helicase inh,SMILES
-8%,30%,0%,0%,4%,8%[59 µM],-8%,-2%,3%,COc1cccc(CN(Cc2ccccc2F)S(=O)(=O)c2ccc(S(=O)(=O)NCc3ccccc3)cc2)c1
2%,u,u,-13%,35µM*,3.5µM*,20%,-39%,4%,CCOc1ccc(N2C(=O)/C(=C/c3ccc(C)o3)N(C)C2=S)cc1
-2%,25%,1%,1%,-2%,9%[59 µM],13%,6%,-1%,COc1ccc2nc3oc(C(=O)N4CCN(c5cccc(C(F)(F)F)c5)CC4)cc3cc2c1
i,30%,-1%,-4%,-1%,-11%,-13%,-6%[57.1 µM],-6%,Cc1nn2c(-c3ccc(S(=O)(=O)N4CCN(C)CC4)o3)nnc2c2ccccc12
-8%,0%,14%,-1%,-26%,-5%[12.7 µM],13%,-25%,-5%,O=c1n(Cc2ccc(Cl)cc2)c2sc3c(c2c2ncnn12)CCCC3
6%,9%,6%,12%,-6%,9%[59 µM],18%,8%,0%,O=C(CCCN1C(=O)C2CCCCN2C1=O)N1CCN(c2ccc([N+](=O)[O-])cc2)CC1 (configuration not stated)
x,20%,4%,9%,-8%,-37%[59 µM],-10%,4%,-6%,Cc1ccc(-c2c(C#N)c(N)nc3c2CCCCCC3)o1
x,43%[activator],u,-12%,3%,-22%,30%,-7%,-1%,CCCCOc1c(Br)cc(/C=C2\N=C(C)OC2=O)cc1OCC
u,21%,0%,-1%,-4%,-14%[59 µM],43%[activator],10%,-3%,CCc1ccc2c(c1)cc(CN(C(=S)Nc1ccc(Cl)cc1)C1CC1)c1nnnn12
-4%,68%[activator],17%,5%,-12%[57.1 µM],-19%[59 µM],16%,-4%,1%,O=C(CCSc1nc2cc(Cl)ccc2o1)N1CCOCC1
i,20%,-13%,-1%,-29%,u,10%,-29%,-1%,CCN(CC)C(=O)c1[nH]cnc1C(=O)N[C@@H](Cc1ccccc1)C(=O)OC(C)(C)C
i,42%[activator],-4%,3%,-24%,x,-7%,x,x,COc1cc(NCCCn2ccc(NC(=O)OCc3ccccc3)nc2=O)cc(OC)c1OC
-8%,54%[activator],0%,-6%,5%,0%,19%,-21%,-5%,CC(=O)c1ccc(NC(=O)C(C)N(C)CC(=O)Nc2ccccc2Cl)cc1 (configuration not stated)
0%,14%,1%,16%,-21%,3%[59 µM],21%,-7%,-2%,COC(=O)/C(N=Nc1cccc(C(F)(F)F)c1)=C(\C)O
8%,u,-2%,0%,u,-28%,44%[activator],-25%,-2%,c1ccc(-c2noc(CN3CCN(c4cnccn4)CC3)n2)cc1
5%,2%,8%,24%,-9%,-38%[59 µM],10%,0%,-9%,Cn1ccnc1SCC(=O)Nc1cccc(O)c1
-3%,18%,-1%,-3%,-3%,x,-8%,-14%,-5%,COc1ccc(S(=O)(=O)NC2CC2)cc1-n1cnnn1
-5%,18%,-6%,1%,-11%,7%[12.7 µM],8%,3%,-9%,COC(=O)CSc1nnc([C@H](CC(C)C)NC(=O)OC(C)(C)C)o1
-5%,11%,2%,2%,-23%,6%,8%,u,-6%,CCOc1ccc(OCc2ccc(C(=O)N/N=C(\C)c3ccccn3)cc2)cc1
i,24%,-5%,-23%,-16%,-6%[12.7 µM],-7%,4%,-4%,CCN(c1ccccc1)S(=O)(=O)c1ccc(NC(=O)C(C)(C)C)cc1
-8%,18%,-10%,-3%,-10%,20%,-13%,6%,-7%,COc1ccccc1C(=O)N/C(=C/c1ccccc1)C(=O)Nc1ccc(C(=O)O)cc1
-8%,-19%,1%,-21%,-21%,x,15%,x,x,COc1ccc(NC(=O)CN(C)C(=O)C2(c3ccccc3)CCCC2)cc1
-1%,33%,1%,0%,-16%,-5%,10%,-6%[57.1 µM],1%,Cc1nn2c(=O)cc(CSc3ccccc3NC(=O)c3ccccc3F)nc2s1
-1%,21%,16%,10%,-9%,u,-2%,0%,-7%,Cc1ccc(NP(=O)(c2ccc(N(C)C)cc2NC(=O)c2cccs2)N2CCOCC2)cc1 (configuration not stated)
1%,3%,2%,14%,89µM*,-81%[59 µM],12%,u,-8%,COc1ccc(/C(O)=C2\C(=O)C(=O)N(Cc3ccco3)C2c2cc(OC)ccc2OC)cc1 (configuration not stated)
i,25%,-1%,18%,-20%,50µM*,17%,6%,-2%,COc1cc(C2Nc3ccccc3NC3=C2C(=O)CC(C)(C)C3)cc(OC)c1OC(C)=O (configuration not stated)
-10%,11%,0%,2%,-17%,56µM*,21%,-27%,-2%,Cc1cc(NC(=O)Cn2nc(-c3ccccc3F)ccc2=O)ccc1-n1cnnn1
-11%,26%,0%,-5%,-2%,u,33%[activator],-7%,2%,COc1cccc(CN2CC(C(=O)NCc3cnn(C)c3)CCC2=O)c1 (configuration not stated)
-1%,28%,-6%,40%[activator],-13%,20µM*,-6%,-24%,-1%,Cc1cccc(NNC(N)=S)c1C
0%,38%,-1%,-8%,-14%,u,42%[activator],6%,-1%,COc1ccc(OC)c(C2CC(=O)NC(SC)=C2C#N)c1 (configuration not stated)
-8%,7%,1%,0%,-29%,1.4µM*,9%,50µM*,-8%,COC(=O)c1c(N2C(=O)CC(Sc3ccccc3C(=O)O)C2=O)sc2c1CCCC2 (configuration not stated)
i,23%,4%,2%,-22%,x,1%,x,x,CCN(CC)C(=O)[C@H]1C[C@H](CC(=O)NCCN2CCOCC2)C(=O)N2CCc3c([nH]c4cc(CCC(=O)N(C)C)ccc34)[C@]12C
x,21%,-16%,x,-18%,x,24%,x,-7%,CCOC(=O)C1=C[C@@H](C(=O)OCC)[C@@H]2C3=C(C(=O)C2(C)C)[C@H](c2ccccc2)[C@@H]2C(=O)N(c4ccccc4)C(=O)[C@@H]2[C@@H]3C1
-7%,17%,3%,0%,-8%,25%[12.7 µM],9%,8%,-2%,Cc1ccc(CN(c2ccc(C(=O)NCc3ccccn3)cc2)S(C)(=O)=O)cc1
-20%,-5%,5%,-14%,56µM*,45µM*,u,56µM*,4%,CC(C)c1nc2sc3c(SCC(=O)NCc4ccco4)ncnc3c2c2c1CCC2
i,34%,1%,-5%,-5%,0%[59 µM],35%[activator],-13%,1%,COc1cccc(-c2cn3c(n2)sc2cc(C(=O)NCCC4=CCCCC4)ccc23)c1
-2%,7%,9%,0%,-34%,6%[59 µM],44%[activator],-3%,-3%,O=C(OCc1nc2ccc(Cl)cc2n1CCO)c1ccccc1C(=O)c1ccccc1
-1%,20%,2%,0%,2%,7%[59 µM],-10%,-2%,0%,CC1CCCN(c2ncnc3c2nc2n3CCCCC2)C1 (configuration not stated)
4%,24%,15%,1%,-24%,-15%[2.33 µM],u,5%,x,COc1ccc(C2=NOC(Cn3nc(C(=O)NCc4cccc(C(F)(F)F)c4)cc3-c3ccccc3)C2)cc1 (configuration not stated)
2%,41%[activator],16%,15%,-2%,-14%,16%,4%,-5%,O=C(CCc1ccc(S(=O)(=O)N2CCCCC2)cc1)c1nnc(-c2ccccc2)o1

Fetched by structure from above, 2 records:
Tb PGK inh,HP1b chromo inh,Pin1 inh,GLS inh,JMJD2A Tudor inh,G9a block,Pol iota inh,BAZ2B inh,BLM helicase inh,SMILES
-2%,7%,9%,0%,-34%,6%[59 µM],44%[activator],-3%,-3%,O=C(OCc1nc2ccc(Cl)cc2n1CCO)c1ccccc1C(=O)c1ccccc1
x,21%,-16%,x,-18%,x,24%,x,-7%,CCOC(=O)C1=C[C@@H](C(=O)OCC)[C@@H]2C3=C(C(=O)C2(C)C)[C@H](c2ccccc2)[C@@H]2C(=O)N(c4ccccc4)C(=O)[C@@H]2[C@@H]3C1

Ordered by formula weight (smallest number first): part of the list above
Tb PGK inh,HP1b chromo inh,Pin1 inh,GLS inh,JMJD2A Tudor inh,G9a block,Pol iota inh,BAZ2B inh,BLM helicase inh,SMILES
-1%,28%,-6%,40%[activator],-13%,20µM*,-6%,-24%,-1%,Cc1cccc(NNC(N)=S)c1C
0%,38%,-1%,-8%,-14%,u,42%[activator],6%,-1%,COc1ccc(OC)c(C2CC(=O)NC(SC)=C2C#N)c1 (configuration not stated)
-7%,17%,3%,0%,-8%,25%[12.7 µM],9%,8%,-2%,Cc1ccc(CN(c2ccc(C(=O)NCc3ccccn3)cc2)S(C)(=O)=O)cc1
2%,41%[activator],16%,15%,-2%,-14%,16%,4%,-5%,O=C(CCc1ccc(S(=O)(=O)N2CCCCC2)cc1)c1nnc(-c2ccccc2)o1
i,34%,1%,-5%,-5%,0%[59 µM],35%[activator],-13%,1%,COc1cccc(-c2cn3c(n2)sc2cc(C(=O)NCCC4=CCCCC4)ccc23)c1
-8%,7%,1%,0%,-29%,1.4µM*,9%,50µM*,-8%,COC(=O)c1c(N2C(=O)CC(Sc3ccccc3C(=O)O)C2=O)sc2c1CCCC2 (configuration not stated)
4%,24%,15%,1%,-24%,-15%[2.33 µM],u,5%,x,COc1ccc(C2=NOC(Cn3nc(C(=O)NCc4cccc(C(F)(F)F)c4)cc3-c3ccccc3)C2)cc1 (configuration not stated)
x,21%,-16%,x,-18%,x,24%,x,-7%,CCOC(=O)C1=C[C@@H](C(=O)OCC)[C@@H]2C3=C(C(=O)C2(C)C)[C@H](c2ccccc2)[C@@H]2C(=O)N(c4ccccc4)C(=O)[C@@H]2[C@@H]3C1
i,23%,4%,2%,-22%,x,1%,x,x,CCN(CC)C(=O)[C@H]1C[C@H](CC(=O)NCCN2CCOCC2)C(=O)N2CCc3c([nH]c4cc(CCC(=O)N(C)C)ccc34)[C@]12C
